Assay outcomes as filed in PubChem.
procasp3 activ = activators of human procaspase-3; recombinant procaspase-3 D3A, Ac-DEVD-pNA absorbance 405 nm; hit rate 0.11% among 330,000; activation, % at 8.5 µM; P42574;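 active = activation above the mean of all tested compounds plus 3 SD, cut at about 21% in these data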;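 note: 0% = DMSO alone and 100% = DMSO wells spiked with extra 5 µM PC-3 D3A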
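System: Procaspase-3 D3A mutant. Medium: Zinc-free 300 mM NaCl, 50 mM HEPES, 0.01% Triton X-100. Schedule: 1 h preincubation plus 2 h reaction at 25 °C. Measured by: 405 nm absorbance of p-nitroaniline, reads at 0 and 120 min. Read-out: percent activation relative to control range.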
MEP2-GFP yeast = alters MEP2-GFP fluorescence in TOR pathway yeast screen; S. cerevisiae MEP2-GFP strain, flow cytometry GFP, 3 h; 100% = DMSO control level; GFP response vs DMSO, % at 10 µM; hit rate 0.51% among 330,000; AID 2016;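 active = GFP response versus DMSO above a set limit, roughly screen mean plus 3 SD, cut at about 180% in these data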;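 note: median GFP fluorescence of the barcode-gated MEP2-GFP cells per well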
LAP4-GFP MLPCN = modulators of TOR pathway LAP4-GFP in S. cerevisiae; S. cerevisiae LAP4-GFP multiplex, flow cytometry GFP, 3 h; median GFP as percent of DMSO wells; GFP response vs DMSO, % at 10 µM; hit rate 0.34% among 320,000; AID 2023;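 active = GFP response vs DMSO above a set limit, about the screen mean plus 3 SD, cut at about 150% in these data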
procasp7 counter = counter-screen for procaspase-3 activators: activators of human procaspase-7 | activation, % at 8.5 µM | hit rate 0.093% among 330,000 | P55210 | recombinant procaspase-7, Ac-DEVD-pNA absorbance 405 nm; D23A/D198A/D206A triple mutant, cannot self-cleave; scale: DMSO 0, 5 µM enzyme 100;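 active = percent activation above the screen-wide mean plus 3 SD, cut at about 25% in these data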
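Assay system: Uncleavable procaspase-7 mutant enzyme / Input: 2 µM procaspase-7 mutant as dispensed / Dosing: single nominal 8.5 µM compound dose, 0.8% DMSO final / Timing: 1 h enzyme–compound preincubation and 2 h substrate reaction, both 25 °C / Detection: p-Nitroaniline absorbance at 405 nm, read at 0 and 120 min / Replication: singlicate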
AHR act = human AHR activation | P35869 | AHR-responsive luciferase reporter cells, luminescence | activation, % at 5 µM | hit rate 2.5% among 320,000 | AID 2796; in the data active = activation above about 47%;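 note: 0% = vehicle wells and 100% = reference agonist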
ZTA counter = blocks Epstein-Barr virus ZTA, an EBNA-1 counter-screen; hit rate 0.15% among 320,000; P03206; ZTA-DNA binding, fluorescence polarization; inhibition, % at 11 µM; in the data active = inhibition above about 33%
EBNA-1 inh = blocks EBNA-1 binding to DNA; EBNA-1 DNA binding, fluorescence polarization; inhibition, % at 14.8 µM; hit rate 0.34% among 300,000; in the data active = inhibition above about 28%
RPL19A TOR yeast = modulators of TOR pathway RPL19A-GFP in S. cerevisiae; S. cerevisiae RPL19A-GFP strain, flow cytometry, 3 h; active compounds read low; percent response vs DMSO, % at 10 µM; hit rate 0.3% among 330,000;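 active = percent response vs DMSO below 50%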;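 note: median channel GFP fluorescence of the barcoded RPL19A-GFP strain; ratio of sample median GFP to plate DMSO average so 100% = DMSO; lower means less RPL19A-GFP as with rapamycin TOR inhibition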
* hit, by the source's call; nt = not tested or not shown; [ ] = another dose, or the depositor's remark.

SMILES	procasp3 activ	MEP2-GFP yeast	LAP4-GFP MLPCN	procasp7 counter	AHR act	ZTA counter	EBNA-1 inh	RPL19A TOR yeast
CCc1cccc(NC(=O)CC2Oc3ccccc3NC2=O)c1 (stereo not given)	3	91	82	5	4	11	7	93
CC1CC(C)CN(c2ccc([N+](=O)[O-])nc2)C1 (stereo not given)	-6	97	98	-3	-6	12	-2	98
CCOC(=O)N1CCN(S(=O)(=O)c2cn(C)c(=O)n(C)c2=O)CC1	-2	114	110	7	6	-18	-3	106
O=C1CN(C(=O)COC(=O)CNS(=O)(=O)/C=C/c2ccccc2)c2ccccc2N1	3	108	88	-5	-1	16	-3	99
CCCCN(C(=O)c1cccc(S(=O)(=O)N2CC(C)OC(C)C2)c1)c1c(N)n(CC(C)C)c(=O)[nH]c1=O (stereo not given)	-7	99	96	6	-1	6	4	100
Cc1cc2c(cc(C(=O)NCc3cccnc3)n2Cc2ccc(Cl)cc2)o1	-7	106	111	7	2	5	2	103
COc1ccc(CCC(=O)NCc2ccco2)cc1	-9	102	96	-15	2	-12	-4	105
CCCCn1c(N)c(N(CC(C)C)C(=O)CC(NC(=O)c2ccccc2)c2ccccc2)c(=O)[nH]c1=O (stereo not given)	-9	101	104	-4	7	-10	1	98
CC1(C)CC[C@@]23CC[C@]4(C)[C@@](OC2=O)(C3C1)[C@H]1O[C@H]1C1[C@@]2(C)CC[C@H](O)C(C)(C)C2CC[C@]14C (stereo not given in full)	11	98	105	8	0	4	4	98
Cc1cccc(C(=O)Nc2cccc(-c3cnc4ccccc4n3)c2)c1	-9	105	103	2	2	10	-7	101
COC(=O)[C@@H](NC(=O)Nc1ccc(OC(F)(F)F)cc1)C(C)C	1	104	103	3	-1	-2	-14	102
CC(=O)Nc1ccc(NC(=O)CN(c2ccc(C34CC5CC(CC(C5)C3)C4)cc2)S(C)(=O)=O)cc1	3	104	101	5	0	0	5	99
CNS(=O)(=O)c1cn(CC(=O)NCc2ccc(OC)cc2)cc1S(=O)(=O)NC	-2	109	102	5	0	3	3	100
C#CCNC(=O)C1=C[C@@H](c2ccc3c(c2)OCO3)[C@H](CCCO)[C@@H](OCC)O1	7	93	88	-5	-2	8	-6	94
COC(=O)C1=C(C)NC(=O)NC1c1ccccc1Cl (stereo not given)	1	109	98	-3	-1	-3	-11	105
COc1ccc2c(c1)c(C(=O)CN1CCC3(CC1)OCCO3)c(C)n2C	-1	96	88	7	10	1	0	87
O=C(NCc1nc2ccccc2[nH]1)c1cccc(S(=O)(=O)N2CCCC2)c1	6	98	98	-1	4	-1	-16	103
Cc1[nH][nH]c(=O)c1/C=N/N1CCOCC1	3	109	91	-2	3	-2	-1	108
Cn1c(=NC(=O)CS(=O)(=O)c2ccc(F)cc2)sc2ccccc21	22*	94	115	7	-2	20	5	93
CCc1nc2sc3c(=O)n(N)cnc3c2c2c1COC(C)(C)C2	-6	102	106	-2	1	9	9	100
Cc1ccc(-c2oc3ccccc3c(=O)c2O)cc1	-48	102	101	-33	29	3	-8	101
Cc1cccc(C)c1NC(=O)CN1CCN(C(=O)c2ccc(OCc3cn4ccccc4n3)cc2)CC1	7	101	102	2	4	nt	nt	105
O=C(NCCN1CCOCC1)c1ccc2c(c1)ncn2C1CCCCC1	-1	103	93	-3	1	-15	9	97
COc1ccccc1C1C=C(c2ccccc2)Nc2nnnn21 (stereo not given)	3	103	120	9	43	6	4	104
CC(=O)N=c1sc(S(N)(=O)=O)nn1C	-6	102	125	-4	-1	6	-7	99

Fetched one by one from the entries so far:
SMILES	procasp3 activ	MEP2-GFP yeast	LAP4-GFP MLPCN	procasp7 counter	AHR act	ZTA counter	EBNA-1 inh	RPL19A TOR yeast
Cn1c(=NC(=O)CS(=O)(=O)c2ccc(F)cc2)sc2ccccc21	22*	94	115	7	-2	20	5	93
CCOC(=O)N1CCN(S(=O)(=O)c2cn(C)c(=O)n(C)c2=O)CC1	-2	114	110	7	6	-18	-3	106

(more compounds)
SMILES	procasp3 activ	MEP2-GFP yeast	LAP4-GFP MLPCN	procasp7 counter	AHR act	ZTA counter	EBNA-1 inh	RPL19A TOR yeast
Cc1ccccc1OCC(=O)OCC(=O)NCCNC(=O)COC(=O)COc1ccccc1C	5	96	100	9	1	-10	-1	93
Cc1ccc(NC(=O)CSc2nnc(-c3ccco3)o2)c(C)c1	-9	98	102	8	2	2	-1	97
Cc1cc(OCC(=O)NCCCn2ccnc2)c2c(C)c(C)c(=O)oc2c1	-27	99	102	3	23	6	3	102
Cc1cc(C2N=C(N)Nc3nc4ccccc4n32)c(C)n1-c1ccccc1Cl (stereo not given)	-1	106	107	-1	1	2	5	103
Cc1ccc(-c2nc3ccccc3c(=O)n2N)cc1	5	80	74	7	36	3	0	91
O=C(c1coc(=O)c(Br)c1)N1CCC(C(O)(c2ccccc2)c2ccccc2)CC1	1	104	119	0	0	1	7	105
Cc1ccc(-n2nc3c(c2NC(=O)c2c(F)cccc2Cl)CS(=O)(=O)C3)cc1C	4	107	122	13	-1	16	14	101
S=C(Nc1ccccc1)Nc1ccc(OCc2ccc(Cl)cc2Cl)cc1	-10	96	83	-11	-9	22	6	103
Cc1cccc(C)c1NC(=O)CSc1nc2ccccc2c(=O)[nH]1	-4	98	94	3	2	-6	6	98
OCCCNc1nc(-c2ccccc2)c2cc(Br)ccc2n1	0	97	93	-4	5	-7	-18	97
Cc1cccc(C(C(N)=O)c2ncc(C(F)(F)F)cc2Cl)c1 (stereo not given)	5	102	100	0	0	10	7	94
CC(C)n1cc(C(=O)N2CCCC(Nc3ccc(F)c(F)c3)C2)cn1 (stereo not given)	3	102	108	5	1	0	-4	96
O=C(Nc1ccc(Cl)cc1)C(Cl)C(=O)c1ccccc1 (stereo not given)	-17	90	107	-20	7	14	7	102
Cc1c2cnn(CC(=O)O)c(=O)c2c(C)n1Cc1ccccc1	-8	96	94	-7	1	8	-15	105
C[C@@H](NC(=O)OC(C)(C)C)C(=O)NCC1CCC(C(=O)N[C@@H](Cc2ccccc2)C(=O)O)CC1 (stereo not given in full)	0	106	100	-5	0	6	-4	103
CCCCC(=O)Nc1ccc(C2C(=O)c3ccccc3C2=O)cc1	-2	95	103	9	3	-13	-16	94
Cc1ccc(C)c(S(=O)(=O)N=Nc2c(O)[nH]c3ccccc23)c1	3	99	97	-4	10	-16	6	100
C=CCn1c(C)csc1=Nc1ccccc1C	-1	102	97	-4	1	6	-4	100
Cc1cc(=O)n(-c2ccc3ccccc3n2)[nH]1	-5	103	165*	-2	9	-4	-7	101
Cc1ccc(OCC(=O)Nc2ccccc2-c2ccccc2NC(=O)COc2ccc(C)cc2)cc1	-10	118	109	0	2	-6	-11	102
CC(C)CN(c1ccccc1)S(=O)(=O)c1nnc(NC(=O)C(C)C)s1	-2	102	92	-4	1	11	-10	101
COc1ccc(Cc2nnc(SCC(=O)N3CCN(c4ccccc4)CC3)o2)cc1	-9	101	104	-6	-1	4	-14	96
CCn1c(=O)c2cc(C(=O)N(C)c3ccccc3F)sc2c2ccccc21	7	93	95	-1	41	-16	-9	94
CCCNC(=O)c1c(CSc2ccc(Cl)cc2)noc1C(=O)NCc1ccccc1	4	99	111	0	3	0	7	104
COc1ccc(CCNC(=O)c2ccc(NS(=O)(=O)c3ccc4[nH]c(=O)[nH]c4c3)cc2)cc1	6	96	103	9	3	13	3	94

Overlap with the part before: 5 compounds; new compounds follow.
SMILES	procasp3 activ	MEP2-GFP yeast	LAP4-GFP MLPCN	procasp7 counter	AHR act	ZTA counter	EBNA-1 inh	RPL19A TOR yeast
CC(C)CN(c1ccccc1)S(=O)(=O)c1nnc(NC(=O)C(C)C)s1	-2	102	92	-4	1	11	-10	101
COc1ccc(Cc2nnc(SCC(=O)N3CCN(c4ccccc4)CC3)o2)cc1	-9	101	104	-6	-1	4	-14	96
CCn1c(=O)c2cc(C(=O)N(C)c3ccccc3F)sc2c2ccccc21	7	93	95	-1	41	-16	-9	94
CCCNC(=O)c1c(CSc2ccc(Cl)cc2)noc1C(=O)NCc1ccccc1	4	99	111	0	3	0	7	104
COc1ccc(CCNC(=O)c2ccc(NS(=O)(=O)c3ccc4[nH]c(=O)[nH]c4c3)cc2)cc1	6	96	103	9	3	13	3	94
O=C(CSc1nnc(-c2ccncc2)n1-c1ccc(Cl)cc1)NCc1cccs1	-1	102	102	-3	0	1	0	99
Cc1nc(C)c(C(=O)NNC(=O)c2ccc(Br)cc2)s1	-7	96	84	3	0	-7	2	101
C=C(C)COc1ccc(-c2[nH]ncc2Oc2ccccc2OCC)c(O)c1	3	103	115	3	25	4	-10	100
CCCNC(=O)NC(=O)c1cnccc1C(F)(F)F	-2	95	99	1	1	-1	3	97
Cc1noc(C)c1S(=O)(=O)N1CCC(C(=O)N2CCC(N3CCCCC3)CC2)CC1	5	93	94	11	0	-9	1	98
O=C(CSc1nnc(CNC(=O)c2cccc(C(F)(F)F)c2)o1)NC1CCCC1	1	86	97	8	-1	-6	4	92
CCCN1C(=O)C(=O)c2cc(C)ccc21	5	94	90	8	2	nt	nt	95
O=C(C1COc2ccccc2O1)N1CCc2ccccc2C1 (stereo not given)	0	105	112	2	-6	-5	4	107
Cc1nc(NC(=O)CSc2nnc(C)n2CC2CCCO2)sc1C (stereo not given)	-4	90	92	2	6	-10	0	97
CCc1ccc(Nc2nnc(SCC(=O)NC(=O)CN3CCCC3=O)s2)cc1	1	101	108	4	-3	-3	nt	103
Cc1c(C)c(C)c(/C=[N+](/C)[O-])c(C)c1C	-6	101	87	4	-3	7	-4	100
O=C(CN1C(=O)CC(c2ccccc2)S(=O)(=O)c2ccccc21)N1CCCCC1 (stereo not given)	4	106	93	5	4	-7	-8	101
CC(=O)CSc1nnc(-c2ccc(S(=O)(=O)N3CCOCC3)cc2)n1C	-4	105	94	2	-3	-20	-18	101
O=C(NCc1ccccc1)C(c1ccccc1)N(Cc1ccc2c(c1)OCO2)C(=O)Cc1cccs1 (stereo not given)	-1	103	100	1	4	2	1	97
C(=N\n1cnnc1)/c1cccc(OCCOc2ccccc2)c1	-8	104	104	9	64*	-18	2	102
CCOC(=O)c1ccc(NC(=O)CN(C)S(=O)(=O)c2ccc(Br)s2)cc1	5	98	93	1	0	-4	-3	95
O=C(c1ccco1)N1CCN(c2ccnc3cc(Cl)ccc23)CC1	-3	107	95	3	-6	-9	-11	106
O=C(c1cccs1)N1CCN(Cc2ccc3c(c2)OCO3)CC1	4	104	99	11	0	-1	3	98
COc1ccccc1C(=O)NCC(=O)N=Nc1c(O)n(C(C)C)c2ccccc12	5	101	96	-8	0	-12	-18	98
COC(=O)c1cn(NC(=O)c2ccncc2)c(=O)c2ccccc12	2	106	104	10	2	27	5	107
COc1ccccc1-c1nc(SCC(=O)Nc2ccccc2)n[nH]1	10	96	77	-3	18	-7	-4	96
COc1c2c(cc3oc(C)cc(=O)c13)OC(C(C)(C)OC1OC(CO)C(O)C(O)C1O)C2 (stereo not given)	-2	107	97	-7	-2	-1	0	99
COc1cccc(C(=O)O/N=C(\N)c2ccc([N+](=O)[O-])cc2)c1	0	105	102	5	79*	-4	7	99
O=C(NCCCN1CCOCC1)c1cccnc1	-8	128	110	2	0	3	-7	105
Cc1ccc(S(=O)(=O)CCC(=O)OCC(=O)N2CCN(S(=O)(=O)c3ccc(Cl)cc3)CC2)cc1	-1	94[may fluoresce green]	92[may fluoresce green]	6	28	5	2	96[may fluoresce green]
COc1ccc(NC(=O)CN2CCN(c3ccc(Cl)cc3)CC2)c(OC)c1	3	96	102	-1	5	-1	-1	104
Cc1ccc(-n2[nH]c(C)c(/C=N/n3c(C)nc4ccccc4c3=O)c2=O)cc1	-1	108	97	-2	12	-1	-6	104
